# Source: PubChem BioAssay (Broad Institute)
# NSD2 inh – inhibitors of human NSD2 methyltransferase | O96028 | NSD2-SET H3K36me1 DELFIA fluorescence, biochemical | inhibition, % at 12.5 µM | 44,000 tested, 0.07% active; in the data active = inhibition above about 54%, passing the limit was not always enough;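 note: inhibitors reduce the monomethyl H3K36 fluorescence signal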
# Active calls of the source: *.
Molecule,NSD2 inh
CC1=CCC[C@@H]2[C@](CCc3ccoc3)(C(=O)O)[C@H](C)CC[C@@]12C,-8
CN=C(NC#N)Nc1ccc(C2=NNC(=O)CC2C)cc1 (stereo not drawn),-2
CN1CCC(Nc2ncc3ncnc(Nc4ccc(F)c(Cl)c4)c3n2)CC1,2
COc1ccc([C@@H]2CNC(=O)C2)cc1OC1CCCC1,-3
COc1cc(-c2oc3cc(O)cc(O)c3c(=O)c2O[C@@H]2O[C@H](CO[C@@H]3O[C@@H](C)[C@H](O)[C@@H](O)[C@H]3O)[C@H](O)[C@H](O)[C@H]2O)ccc1O,30
CC[C@H]1C(=O)OC[C@@H]1Cc1cncn1C,-4
CCCCOC(=O)c1ccc(N)cc1,-1
COc1cc(-c2oc3cc(O)cc(O)c3c(=O)c2OC2OC(CO[C@@H]3O[C@@H](C)[C@H](O)[C@@H](O)[C@H]3O)C(O)C(O)C2O)ccc1O (stereo partly drawn),14
NC(=O)c1ccc(-c2nc(-c3ccc4c(c3)OCO4)c(-c3ccccn3)[nH]2)cc1,-7
CN1CCN(CCCN2c3ccccc3Sc3ccc(S(=O)(=O)N(C)C)cc32)CC1,6
C#C[C@]1(O)CC[C@H]2[C@@H]3CCC4=CC(=O)CC[C@@H]4[C@H]3CC[C@@]21CC,4
CC1(C)Oc2ccc(C#N)cc2[C@@H](N2CCCC2=O)[C@@H]1O,0
Cc1ccc(C(=O)C(C)CN2CCCCC2)cc1 (stereo not drawn),1
Cc1cc(O)c2c(c1)C(=O)c1cccc(O)c1C2=O,1
COc1cc(C)nc(-n2nc(C)cc2OC)n1,4
CCCCc1c(-c2ccc(OC)cc2)[nH]c2nccnc12,0
CCC(Cc1c(I)cc(I)c(N)c1I)C(=O)O (stereo not drawn),9
NC(=O)NC(=O)Cc1ccccc1,6
C[C@]12CC[C@H]3C(=CCc4cc(O)ccc43)[C@@H]1CCC2=O,-2
CCc1cc(-c2n[nH]c(C)c2-c2ccc3c(c2)OCCO3)c(O)cc1O,-10

# Quoted from the listing.
# NSD2 inh, CCc1cc(-c2n[nH]c(C)c2-c2ccc3c(c2)OCCO3)c(O)cc1O = -10
# NSD2 inh, C#C[C@]1(O)CC[C@H]2[C@@H]3CCC4=CC(=O)CC[C@@H]4[C@H]3CC[C@@]21CC = 4
# NSD2 inh, CCCCc1c(-c2ccc(OC)cc2)[nH]c2nccnc12 = 0

# The listing picks up with the 2 entries that preceded the break.
Molecule,NSD2 inh
C[C@]12CC[C@H]3C(=CCc4cc(O)ccc43)[C@@H]1CCC2=O,-2
CCc1cc(-c2n[nH]c(C)c2-c2ccc3c(c2)OCCO3)c(O)cc1O,-10
OCCOCCN1CCN(C(c2ccccc2)c2ccc(Cl)cc2)CC1 (stereo not drawn),-10
COC(=O)C1=CO[C@@H](O[C@@H]2O[C@H](CO)[C@@H](O)[C@H](O)[C@H]2O)C2C1CC(O)C2C (stereo partly drawn),-11
CC(C)(C(=O)c1cccnc1)c1cccnc1,-4
O=C1CCc2cc(OCCCCc3nnnn3C3CCCCC3)ccc2N1,-3
COC(=O)Nc1nc2ccc(S(=O)c3ccccc3)cc2[nH]1 (stereo not drawn),-5

# Already shown: entries from further up.
Molecule,NSD2 inh
CC1=CCC[C@@H]2[C@](CCc3ccoc3)(C(=O)O)[C@H](C)CC[C@@]12C,-8
CN=C(NC#N)Nc1ccc(C2=NNC(=O)CC2C)cc1 (stereo not drawn),-2
CN1CCC(Nc2ncc3ncnc(Nc4ccc(F)c(Cl)c4)c3n2)CC1,2
COc1ccc([C@@H]2CNC(=O)C2)cc1OC1CCCC1,-3
COc1cc(-c2oc3cc(O)cc(O)c3c(=O)c2O[C@@H]2O[C@H](CO[C@@H]3O[C@@H](C)[C@H](O)[C@@H](O)[C@H]3O)[C@H](O)[C@H](O)[C@H]2O)ccc1O,30
CC[C@H]1C(=O)OC[C@@H]1Cc1cncn1C,-4

# This is a subset; count on the stated rates, not on these rows.
